# From PubChem BioAssay
# EPAC1 ag – qHTS for Agonist of cAMP-regulated guanine nucleotide exchange factor 3 (EPAC1): primary screen; actives 0.073% (n = 360,000); AID 720707, 2013; EPAC1 agonist qHTS, biochemical assay; response scale: 100% = response to 6.5 mM cAMP; Potency, µM (series often up to 154 µM), inactives show at the top dose activation, usual class: activators; further: potency means the concentration at half of the fitted maximal effect; nearly all actives have a fitted effect of over 60% in size
#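 Compounds were pinned as a concentration titration into mixtures of EPAC1 (100 nM), BODIPY-GDP-loaded Rap1B (250 nM) and GDP (50 uM). After 5 min at room temperature, fluorescence was followed for 30 min; activity was scaled to 6.5 mM cAMP.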
# PLK1 PBD block – qHTS for Inhibitors of PLK1-PDB (polo-like kinase 1 - polo-box domain): Primary Screen; AID 720504, 2013; Plk1 PBD binding of FITC phosphopeptide, fluorescence polarization; actives 2.8% (n = 360,000); Serine/threonine-protein kinase PLK1 (Homo sapiens), P53350; Potency, µM, inactives show max response, negative = inhibition, usual class: inhibitors; further: potency means the concentration at half of the fitted maximal effect; series mostly up to about 57 µM; on the % scale 0 is the no-effect control and ±100 the full control effect; nearly all actives have a fitted effect of over 65% in size
# EPAC2 agonist – qHTS for Agonist of cAMP-regulated guanine nucleotide exchange factor 4 (EPAC2): primary screen | Rap guanine nucleotide exchange factor 4 (Homo sapiens), Q8WZA2 | EPAC2 activation, biochemical qHTS; response scale: 100% = 6.5 mM cAMP response | Potency, µM (doses to about 154 µM), without a hit: at the highest dose activation, usual class: activators | actives 0.079% (n = 360,000) | AID 720711, 2013; further: potency means the concentration at half of the fitted maximal effect; nearly all actives have a fitted effect of over 50% in size
#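 Compounds were added across a concentration range to EPAC2 (100 nM), RAP1B-BODIPY-GDP (250 nM) and GDP (50 uM). After 5 min at room temperature, fluorescence was recorded at 5-min intervals for 30 min.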
# EPAC1 antagonist – qHTS for Antagonist of cAMP-regulated guanine nucleotide exchange factor 3 (EPAC1): primary screen; Potency, µM (highest dose often 115 µM), for inactives: at the highest dose activity change, negative = inhibition, usual class: inhibitors; actives 0.14% (n = 360,000); Rap guanine nucleotide exchange factor 3 (Homo sapiens), O95398; EPAC1 GEF assay, Rap1b-BODIPY-GDP exchange fluorescence;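 further: potency means the concentration at half of the fitted maximal effect; plate controls were vehicle for no effect and positive control for full effect; nearly all actives have a fitted effect of over 50% in size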
# CCT modulator – High-Throughput Screening for Modulators of Cytosolic Chaperonin Activity; AID 651819, 2012; purified chaperonin ATPase assay, HTRF ADP detection, 30 min; actives 0.3% (n = 360,000); activity change, % (no concentration beside the values), hits read low; in the data active means activity change below about -30%; further: on the % scale 0 is the no-effect control and ±100 the full control effect
#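 TRiC at 40 or 20 nM final (batch-dependent) in 30 mM Tris pH 7.4, 100 mM KCl, 5 mM MgCl2, 1 mM DTT, with compound at single 76 uM and 10 uM ATP, 30 min at 37 deg C. ADP detected by HTRF Transcreener, 665/615 ratio.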
# PI5P4Ka inh – qHTS for Inhibitors of phosphatidylinositol 5-phosphate 4-kinase (PI5P4K) | Phosphatidylinositol 5-phosphate 4-kinase type-2 alpha (Homo sapiens), P48426 | PI5P4Kalpha enzyme, ADP-Glo luminescence, 60 min; hits give low values | max response, % | actives 1.2% (n = 330,000) | AID 652105, 2013; active means max response of -50% or lower; inconclusive means between -30% and -50%; inactive means -30% or higher; further: value at the top dose of about 77 µM; on the % scale 0 is the no-effect control and ±100 the full control effect
#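 Quantitative HTS of the MLSMR library against PI5P4Kalpha with substrate. ATP added last at 5 microM final; room temperature, 60 minutes. Remaining ATP depleted, ADP converted and read as luminescence.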
# IL-2 act – qHTS of IL-2 Activators | IL-2 activation reporter assay, cell-based qHTS; stimulated with anti-CD3/CD4/CD28 beads; in transgenic mouse T cells | activation, % (series mostly up to about 46 µM) | actives 0.065% (n = 360,000); in the data active means activation above about 50%; inconclusive means mostly about 30% to 49%; further: 0% is about no effect
#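 Unstimulated transgenic mouse T cells, 750 per well, received compound and, after 60 minutes, anti-CD3/anti-CD4 bead plus anti-CD28 stimulation. EGFP and DsRed were quantified after 18 hours.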
# WRN inhibitor – qHTS for Inhibitors of WRN Helicase | Bifunctional 3'-5' exonuclease/ATP-dependent helicase WRN (Homo sapiens), Q14191 | WRN helicase unwinding, fluorescent forked duplex, kinetic | Potency, µM (highest dose often 114 µM), without a hit: at the top dose activity change, negative = inhibition, hits mostly inhibitors | actives 0.46% (n = 360,000); further: potency means the concentration at half of the fitted maximal effect; on the % scale 0 is the no-effect control and ±100 the full control effect; nearly all actives have a fitted effect of over 55% in size
# Target sequence (Q14191 whole entry, looked up): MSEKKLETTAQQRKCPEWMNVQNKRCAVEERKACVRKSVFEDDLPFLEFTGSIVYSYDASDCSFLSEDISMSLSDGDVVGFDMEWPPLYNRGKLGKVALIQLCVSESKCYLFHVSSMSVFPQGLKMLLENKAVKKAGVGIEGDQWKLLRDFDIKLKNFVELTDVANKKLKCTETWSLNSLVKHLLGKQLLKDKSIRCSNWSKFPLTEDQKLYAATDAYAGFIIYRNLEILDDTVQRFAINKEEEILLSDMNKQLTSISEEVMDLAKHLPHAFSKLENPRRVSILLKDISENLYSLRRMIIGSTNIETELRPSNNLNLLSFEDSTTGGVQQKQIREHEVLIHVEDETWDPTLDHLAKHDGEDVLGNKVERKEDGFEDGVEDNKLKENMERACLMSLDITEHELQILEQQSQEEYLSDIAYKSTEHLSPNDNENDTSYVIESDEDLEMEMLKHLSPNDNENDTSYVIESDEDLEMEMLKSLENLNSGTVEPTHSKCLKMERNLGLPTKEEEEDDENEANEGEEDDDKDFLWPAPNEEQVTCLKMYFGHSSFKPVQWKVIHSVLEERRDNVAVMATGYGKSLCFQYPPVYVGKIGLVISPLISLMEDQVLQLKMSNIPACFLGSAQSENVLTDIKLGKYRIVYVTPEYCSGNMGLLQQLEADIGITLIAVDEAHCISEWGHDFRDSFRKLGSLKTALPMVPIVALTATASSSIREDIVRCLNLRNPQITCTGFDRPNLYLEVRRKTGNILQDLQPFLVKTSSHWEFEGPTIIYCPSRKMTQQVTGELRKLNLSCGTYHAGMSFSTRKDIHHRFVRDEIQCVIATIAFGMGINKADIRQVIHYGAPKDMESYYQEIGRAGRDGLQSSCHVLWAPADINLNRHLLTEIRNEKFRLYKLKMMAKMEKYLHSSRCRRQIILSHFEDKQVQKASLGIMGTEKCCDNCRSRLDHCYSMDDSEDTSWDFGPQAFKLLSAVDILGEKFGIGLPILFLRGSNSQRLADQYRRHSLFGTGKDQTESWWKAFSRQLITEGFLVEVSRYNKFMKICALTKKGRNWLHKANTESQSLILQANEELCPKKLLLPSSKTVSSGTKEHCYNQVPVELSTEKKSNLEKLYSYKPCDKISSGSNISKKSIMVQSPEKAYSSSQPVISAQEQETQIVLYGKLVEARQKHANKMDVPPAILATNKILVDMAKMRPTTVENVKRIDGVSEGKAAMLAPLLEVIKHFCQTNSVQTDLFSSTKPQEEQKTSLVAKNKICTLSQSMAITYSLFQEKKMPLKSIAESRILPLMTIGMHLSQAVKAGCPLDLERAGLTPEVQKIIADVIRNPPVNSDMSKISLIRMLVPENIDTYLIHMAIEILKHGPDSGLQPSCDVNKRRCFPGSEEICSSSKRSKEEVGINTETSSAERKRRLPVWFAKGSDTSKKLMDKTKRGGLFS
#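 Enzyme (20 nM final) and test compound sit together 15 min at room temperature before substrate addition. Substrate is a single-forked duplex oligonucleotide (100 nM) labelled with fluorophore and quencher, with 2 mM ATP; helicase unwinding raises red fluorescence, read kinetically.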
# An asterisk follows results filed as active; ? = inconclusive; / = no result given; [ ] = another dose, or the depositor's remark. Unless noted, the call rests on the fitted dose curve; in most records, active means well fitted curve in the direction sought with a large enough effect; inconclusive means small, poorly fitted or top-dose-only effect, or another doubt; inactive means no such curve, though single readings can be large; an effect the other way counts as inactive or inconclusive. These rows are one share of the data; the hit share may differ from the screen's.
SMILES,EPAC1 ag,PLK1 PBD block,EPAC2 agonist,EPAC1 antagonist,CCT modulator,PI5P4Ka inh,IL-2 act,WRN inhibitor
Cc1cccc(NS(=O)(=O)c2ccc(C(=O)N3CCCCCC3)cc2)c1C,2.2%,1.7%,3.6%,?,0.1,-10.0,-0.1,2.7%
Cc1c[nH]c2ccccc12,-4.9%,-5.9%,2.9%,-0.9%,2.4,7.3,0.9,-9.0%
CN(C)c1nnnn1-c1cccc(Oc2ncc(C(F)(F)F)cc2Cl)c1,-1.7%,4.6%,-1.9%,4.1%,1.4,0.3,-1.9,3.3%
CCOC(=O)N1CCN(S(=O)(=O)c2cc(Cl)c(OC)cc2Cl)CC1,12.1%,-12.0%,2.1%,1.4%,-1.4,0.1,-3.4,-2.5%
Cc1ccc(C(C)C)c(OCC(=O)OCc2c(C)noc2C)c1,9.8%,2.3%,-4.1%,-9.2%,0.6,3.7,-2.6,-6.2%
CC(=O)c1cccc(N(C(=O)CNC(=O)c2ccco2)C(C(=O)NCC2CCCO2)c2ccccc2)c1 (stereo not drawn),10.3%,-8.6%,11.8%,-7.2%,-2.1,0.6,-0.1,0.1%
COc1ccccc1S(=O)(=O)c1c(C)cc(C)[nH]c1=O,11.3%,-2.4%,0.0%,-11.6%,-2.3,0.9,1.6,-3.8%
CO/N=C(\c1ccccc1)c1cccnc1,1.6%,6.4%,-10.7%,15.3%,-1.6,-2.2,-0.1,5.5%
COc1cc(OC)cc(C(=O)NCC(=O)OCC(=O)c2cc(OC)ccc2OC)c1,-0.1%,-3.7%,-7.7%,-1.5%,-1.2,-4.2,0.2,-4.9%
O=c1[nH]c2ccccc2c(O)c1-c1ccccc1,-7.1%,1.8%,3.2%,11.2%,-5.0,3.0,0.0,10.6%
COC(=O)COc1ccc2oc(=O)cc(C)c2c1,1.8%,-2.9%,5.8%,9.4%,-4.7,1.4,0.6,-9.9%
Cc1c(/C=N/NC(=O)CNc2ccccc2)c2ccccn2c1C(=O)c1ccccc1,-1.8%,-14.4%,8.3%,-18.1%,-3.4,-2.6,-4.2,-11.3%
CCc1c(C)nc(SCC(=O)Nc2ccc3c(c2)OCCO3)[nH]c1=O,-3.1%,-5.7%,1.7%,-6.1%,0.8,0.0,1.0,-0.1%
CCN(C(=O)COC(=O)c1ccc2c(c1)OCO2)c1c(N)n(Cc2ccccc2)c(=O)[nH]c1=O,-6.5%,-4.5%,0.0%,-0.6%,-3.1,-3.7,-4.6,14.2%
O=C(Cc1n[nH]c(=O)[nH]c1=O)N/N=C/c1cccc(O)c1,-4.6%,-10.2%,1.4%,1.9%,1.2,-17.0,-0.9,-3.8%
CCOc1ccc(NS(=O)(=O)c2ccc3[nH]cc(C(=O)N(CC)CC)c(=O)c3c2)cc1,-1.5%,-4.8%,-4.1%,7.6%,-0.6,-4.4,-0.2,-13.9%[57.1 µM]
CCCCn1cnc2sc(-c3ccccc3)cc2c1=O,0.3%,3.1%,-3.6%,2.4%,-1.0,1.1,-2.5,0.5%
Cc1ccc(NC(=O)Cn2nc(-c3ccccc3Cl)ccc2=O)c(Br)c1,-4.2%,-6.3%,0.2%,2.2%,-3.4,2.1,1.7,-4.9%
CCN(CC)CCCNC(=O)C(C)Sc1nc(-c2ccccc2)cc(C(F)(F)F)n1 (stereo not drawn),-5.9%,1.9%,-4.6%,-7.6%,-1.6,-0.9,2.1,0.2%
S=c1[nH]nc(COc2ccccc2)n1/N=C/c1ccco1,4.5%,0.0%,3.9%,11.7%,0.6,-4.5,-3.9,-3.2%

# Single records (already shown):
# Profile of `CCOc1ccc(NS(=O)(=O)c2ccc3[nH]cc(C(=O)N(CC)CC)c(=O)c3c2)cc1` : EPAC1 ag = -1.5%; PLK1 PBD block = -4.8%; EPAC2 agonist = -4.1%; EPAC1 antagonist = 7.6%; CCT modulator = -0.6; PI5P4Ka inh = -4.4; IL-2 act = -0.2; WRN inhibitor = -13.9%[57.1 µM]
# Profile of `O=C(Cc1n[nH]c(=O)[nH]c1=O)N/N=C/c1cccc(O)c1` : EPAC1 ag = -4.6%; PLK1 PBD block = -10.2%; EPAC2 agonist = 1.4%; EPAC1 antagonist = 1.9%; CCT modulator = 1.2; PI5P4Ka inh = -17.0; IL-2 act = -0.9; WRN inhibitor = -3.8%

# (more compounds)
SMILES,EPAC1 ag,PLK1 PBD block,EPAC2 agonist,EPAC1 antagonist,CCT modulator,PI5P4Ka inh,IL-2 act,WRN inhibitor
CCCn1ncc2c(Nc3ccc(C)c(C)c3)ncnc21,-3.5%,4.6%,-0.9%,-1.4%,0.3,/,3.5,-3.1%
O=C(COC(=O)C1CCC(=O)N1)Nc1ccc(Oc2ccccc2)cc1 (stereo not drawn),-7.0%,-5.0%,10.1%,-4.9%,-1.1,-9.6,0.2,5.6%
COCCNC(=O)C1CCC(CNS(=O)(=O)c2c(C)cc(C)cc2C)CC1 (stereo not drawn),2.3%,-9.2%,11.7%,2.5%,-2.3,0.2,-0.3,4.1%
CCS(=O)(=O)Nc1ccc(-c2nnc(SCC(=O)c3cccc(OC)c3)o2)cc1,-11.3%,-9.4%,-5.7%,10.8%,-2.3,-21.6,0.6,-0.4%
Cc1ccc(C(=O)NCC(=O)OCN2C(=O)c3ccccc3C2=O)cc1C,-5.8%,5.5%,5.0%,1.5%,0.5,-7.4,-2.7,-5.5%
CCN(CC(=O)Nc1c(F)cccc1F)C(=O)c1ccc(N2CCCCC2)c([N+](=O)[O-])c1,-12.1%,0.4%,-6.4%,3.0%,0.8,5.7,-4.1,-6.7%
CCCCC(=O)NCCNC(=O)c1cc(OCC(F)(F)F)ccc1OCC(F)(F)F,-2.3%,1.0%,5.7%,6.6%,2.6,-8.4,0.0,3.4%
Cn1nnnc1SCc1ccc(C(=O)Nc2ccccc2F)cc1,-5.8%,-2.4%,2.8%,6.1%,-0.7,-1.8,0.0,-1.8%
CN(CC(=O)NCCc1ccccc1)S(=O)(=O)c1ccc(Br)s1,4.0%,-14.2%,19.4%,20.4%,-4.0,6.6,-2.6,2.4%
CC(=O)Nc1ccc(C(=O)COC(=O)c2ccco2)c(F)c1,-9.6%,-3.2%,10.9%,-7.0%,-0.4,-10.1,0.4,0.8%
O=C(Nc1c[nH]c(=O)[nH]c1=O)OCc1ccccc1,5.1%,-15.0%,12.3%,-9.0%,-0.6,-0.1,0.0,2.2%
COc1ccc(OC)c2[nH]c(=O)c(CCNS(=O)(=O)c3ccc(C)cc3)cc12,-2.9%,-24.3%,-7.1%,-12.2%,-0.2,0.2,0.3,-3.0%
Cc1cccc(NC(=O)COC(=O)c2ccc(S(=O)(=O)N3CCCC3)cc2)c1,-0.5%,1.4%,-5.3%,4.2%,0.8,-3.6,-5.6,2.6%
COc1cccc(-c2csc3ncnc(Sc4nnnn4C)c23)c1,-10.4%,/,7.1%,-22.9%,/,/,0.8,/
COc1ccc(NC(=O)CN(c2cccc(C(F)(F)F)c2)S(C)(=O)=O)cc1OC,-2.6%,-0.4%,-2.9%,-6.7%,-0.7,-0.7,-0.7,-2.5%
CCc1ccc2nc(N(CCCN(C)C)C(=O)c3ccc4c(c3)OCCO4)sc2c1,-14.2%,1.3%,-6.7%,-3.6%,-1.5,7.7,-0.7,-2.4%
O=C(N/N=C/c1cccnc1)c1cccc(NC(=O)c2ccccc2Cl)c1,11.9%,-6.3%,13.4%,-19.3%,-3.2,-1.4,0.2,-5.6%[57.1 µM]
CCOC(=O)CCSc1nc(N2CCOCC2)c2c(c1C#N)CC(C)(C)OC2,6.4%,-10.4%,6.2%,-5.9%,1.9,3.6,-0.2,4.1%[57.1 µM]
NC(=O)c1ccccc1NS(=O)(=O)c1ccc(S(=O)(=O)N2CCCC2)cc1,0.8%,-6.7%,3.5%,10.6%,-1.5,-0.3,0.8,-4.1%
CC(NC(=S)Nc1ccc(F)cc1)c1ccccc1 (stereo not drawn),-6.4%,-6.8%,10.5%,-15.0%,-0.3,7.3,-0.6,-29.7%
S=c1[nH]nc(-c2ccc(Cl)cc2)n1/N=C/C=C/c1ccco1,-2.7%,26.7µM*,8.1%,-13.5%,1.7,?,-3.6,-26.4%
O=C(CN(Cc1ccccc1)S(=O)(=O)c1ccc(F)cc1)NCCC1=CCCCC1,10.9%,-0.2%,0.4%,-19.7%,1.1,/,-2.4,-8.6%
O=C(Cc1c[nH]c2ccccc12)NC1(C(=O)NC2CCCCC2)CCCCC1,6.0%,-7.7%,12.8%,-10.3%,-2.5,4.6,-1.3,-17.9%
CC(=O)c1cc(NC(=O)c2cccc(C(F)(F)F)c2)c(=O)oc1/C=C/N(C)C,14.9%,8.9%,-95.4%[inhibitor],6.2%,-4.0,-4.5,57.8*,9.9%
Cc1cc(SC(C)C(=O)O)nc2ccccc12 (stereo not drawn),-7.9%,-4.2%,4.6%,?,0.2,1.4,-0.6,-3.1%
CCCSc1ccc(-c2nn(-c3ccccc3)cc2/C=C(/C#N)C(=O)NCCCOC)cc1,1.5%,-7.1%,-2.0%,13.0%,-1.2,11.0,0.2,7.8%
Nc1nc(CSc2ccc(Cl)cc2)nc(N2CCCCC2)n1,5.2%,-4.0%,-4.7%,-22.0%,0.6,8.0,0.5,-0.2%
CC1(C)CC(=O)C(C(c2ccco2)C2C(=O)CC(C)(C)CC2=O)C(=O)C1,-3.8%,6.7µM*,4.9%,1.2%,1.8,-13.5,-0.5,-25.7%
CCOC(=O)/C(=C\c1ccc([N+](=O)[O-])cc1)C(=O)c1cc(C(C)=O)c(Nc2ccccc2)s1,-6.0%,-25.9%,0.0%[15.6 µM],-0.7%,2.3,0.7,-1.0,2.9%
CCc1ccc(C(=O)NNC(=O)C2CC(=O)N(c3ccc4c(c3)OCCO4)C2)cc1 (stereo not drawn),8.2%,-13.0%,3.3%,-13.9%,0.9,2.1,2.5,4.9%
COc1ccc(NC(=O)N2CCCC(C(=O)Nc3ccccc3OC)C2)cc1 (stereo not drawn),4.2%,2.8%,-0.9%,-7.9%,-0.6,0.8,1.0,-2.6%[57.1 µM]
